Screening data as filed in PubChem BioAssay.
KKLEB cytotox – cytotoxicity in KKLEB CF airway cells, primary screen, cytotoxicity control for CF NF-kB inhibitor project, cell-based, uHTS, fluorescence assay plates | KKLEB CF airway cells viability, ATPlite luminescence, overnight; hits give low values; cells stimulated with P. aeruginosa culture filtrate | activity change (cytotoxicity), % at 5 µM | actives 0.36% (n = 360,000);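 active = corrected activity change at or below -50% at 5 µM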
TRPM1 prom inh – inhibitors of MITF-dependent TRPM1 promoter reporter, primary screen, cell-based, SK-MEL-5, single point, luciferase; SK-MEL-5 TRPM1 promoter luciferase, 24 h; inhibition, % at 12.5 µM; actives 0.83% (n = 330,000); AID 488899, 2010;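 active = mean inhibition across replicates of 60% or more, whatever share of single replicates reaches that level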; note: values of inactives mirror those of a sister screen read the other way
HIF-2a inh – HIF-2a reporter inhibitors, primary screen, luminescence, 786-0 RCC cells; actives 0.72% (n = 360,000); inhibition, % at 18.8 µM; 786-0 RCC cells HIF-2a reporter, luciferase luminescence, overnight; AID 624352, 2012;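 active = inhibition of the luminescence signal of 40% or more relative to plate controls, in a single-dose primary screen at 18.75 µM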
Shn3 inh set2 – reduction of Shn3 3'UTR firefly luciferase signal, primary screen, Schnurri-3 inhibitor project, cell-based, Clone20 osteoblasts, set 2 | actives 0.52% (n = 360,000) | inhibition, % at 12.5 µM | Clone20 osteoblast Shn3 3'UTR firefly luciferase, 24 h;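 active = mean inhibition of at least 75% with every replicate also reaching 75%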;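 note: 0% = median of neutral control wells and 100% = pilot-screen positive control compound; some compounds past the cut are filed as inactive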
NR2E3 ag-1 – inhibitors of NR2E3-RetCOR corepressor binding, primary screen, NR2E3 agonist project, biochemical, TR-FRET, GST-NR2E3, biotin-RetCOR; 1536-well; inhibition of corepressor binding, % at 4.78 µM; actives 0.12% (n = 320,000); AID 2300, 2010;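 active = percent inhibition above the cutoff of mean plus 3 SD of all tested compounds, set per screening campaign, cut at about 20% in these data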;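 note: 0% = DMSO wells and 100% = biotin wells as full block of FRET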
Target sequence (Q9Y5X4 whole entry, looked up): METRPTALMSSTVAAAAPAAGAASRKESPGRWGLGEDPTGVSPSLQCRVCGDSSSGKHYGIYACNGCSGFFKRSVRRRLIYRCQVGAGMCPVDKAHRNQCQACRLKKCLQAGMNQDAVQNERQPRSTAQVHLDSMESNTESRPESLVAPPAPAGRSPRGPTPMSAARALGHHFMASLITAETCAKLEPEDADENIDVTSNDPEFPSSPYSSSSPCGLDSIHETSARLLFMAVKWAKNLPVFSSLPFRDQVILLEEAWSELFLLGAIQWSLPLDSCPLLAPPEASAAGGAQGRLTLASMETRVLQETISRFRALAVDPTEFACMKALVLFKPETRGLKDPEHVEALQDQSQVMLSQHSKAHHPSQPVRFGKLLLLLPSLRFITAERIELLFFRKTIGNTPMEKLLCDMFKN
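System: GST-tagged NR2E3 plus biotinylated RetCOR corepressor; Amount: 1.35 nM GST-tagged NR2E3 final; Dosing: single nominal compound dose of 4.8 µM; Schedule: 5 h incubation at 4 °C; Technique: TR-FRET with europium anti-GST and streptavidin-D2, 340 nm excitation; Controls: biotin wells as high control, 0.6% DMSO wells as low control.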
iPSC survival up – enhancers of single-cell hiPSC survival, primary screen, ATPlite luminescence; 100% = ROCK inhibitor wells, 0% = DMSO; survival enhancement, % at 20 µM; actives 0.044% (n = 360,000); AID 602274, 2012; in the data active = survival enhancement above about 18%;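 note: cells exposed to compounds for 16 hours before the ATP read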
NR2E3 ag-2 – NR2E3 agonists in two-hybrid cells, primary screen, cell-based, luminescence, CHO-S, Gal4-NCOR/VP16-NR2E3; Photoreceptor-specific nuclear receptor (Homo sapiens), Q9Y5X4; luciferase; inhibition of corepressor binding, % at 3.98 µM; actives 0.35% (n = 360,000); AID 602229, 2012;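 active = inhibition above the mean of all tested compounds plus 3 SD, cut at about 70% in these data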;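 note: 0% = DMSO with NR2E3 transfected cells and 100% = cells lacking NR2E3 construct; higher means lower luciferase signal from less NR2E3 corepressor binding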
aDG glyco act – activators of alpha-DG glycosylation, primary screen, uHTS, Pro5-aDG cells, AlphaScreen; alpha-DG glycosylation AlphaScreen (IIH6); 0% Pro5, 100% B10-LARGE cell signal; activation, % at 10 µM; actives 0.22% (n = 360,000);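 active = activation of at least 8% versus controls, or a plate z-score of at least 8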;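 note: Pro5 are CHO cells carrying HIG-tagged alpha-DG that lacks glycosylation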
Peg3 promoter – Peg3 promoter-driven luciferase inhibitors, primary screen, cell-based, HeLa, luciferase luminescence | actives 1.7% (n = 360,000) | HeLa PEG-Prom luciferase reporter, overnight | inhibition, % at 20 µM;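 active = inhibition of at least 50% at 20 µM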
CF NFkB block – inhibitors of PAF-induced NF-kB signaling, primary screen, cell-based, GFP fluorescence, uHTS | inhibition, % at 5 µM | actives 0.86% (n = 360,000) | KKLEB NF-kB-GFP reporter, GFP fluorescence overnight;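 active = at least 50% inhibition at 5 µM, scaled per plate between neutral and stimulator controls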;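 note: PAF is a Pseudomonas aeruginosa culture filtrate used as stimulus; plate controls were PAF-stimulated DMSO wells for no effect and unstimulated DMSO wells for full effect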
TWEAK Fn14 block – inhibitors of TWEAK-Fn14 signaling, primary screen, luciferase reporter cells, uHTS; TWEAK-stimulated Fn14 reporter cells, luciferase luminescence, 8 h; actives 2% (n = 360,000); inhibition, % at 10 µM; AID 1159606, 2016; in the data active = inhibition above about 50%
The depositor's hits bear a star; nt = not tested or not shown.

SMILES	KKLEB cytotox	TRPM1 prom inh	HIF-2a inh	Shn3 inh set2	NR2E3 ag-1	iPSC survival up	NR2E3 ag-2	aDG glyco act	Peg3 promoter	CF NFkB block	TWEAK Fn14 block
CCOc1ccc(S(=O)(=O)NCc2ccccn2)cc1NC(=O)c1ccccc1	-16	37	0	20	0	-0.4	-24	0.0	0	38	16
O=C1c2ccccc2NC(c2ccc(O)cc2)N1/N=C/c1ccc(O)cc1 (stereo not drawn)	19	-43	-162	-12	-2	0.3	-43	0.2	-78	-18	-14
Nc1nnc(SCC(=O)OCC(=O)NC23CC4CC(CC(C4)C2)C3)s1	1	4	7	2	2	0.6	-13	-0.1	14	8	-7
COC(=O)[C@@]1(Cc2ccc(F)cc2)[C@H]2c3cc(C(=O)N4CCCC4)n(Cc4ccc(C)o4)c3C[C@H]2CN1C(=O)c1ccccc1	nt	nt	2	nt	nt	-0.4	2	-0.2	nt	nt	24
CCCSc1nc(C)cc(=O)[nH]1	5	11	15	8	0	-1.4	-19	-0.1	13	3	-1
O=C(CSc1ncn[nH]1)N1N=C2/C(=C/c3ccco3)CCCC2C1c1ccco1 (stereo not drawn)	12	7	4	-5	5	-0.5	-11	0.2	23	18	11
CCOc1cc2[nH]c(=S)n(CCC(=O)N3CCc4ccccc4C3)c(=O)c2cc1OCC	6	-11	14	0	4	4.7	6	0.0	-22	16	9
Cc1cccc(-c2nc(C#N)c(N3CCCCC3)o2)c1	2	-70	-248	-9	-2	0.9	-4	-0.2	-364	2	-49
CCn1c(SCC(=O)OC)nc2cc(S(=O)(=O)N3CCOCC3)ccc21	3	-2	15	6	-3	-0.1	-9	-0.2	8	13	3
O=C(NCCCN1CCOCC1)c1cc(-c2cccs2)on1	3	29	-167	4	4	0.3	-34	-0.4	-51	-70	-73
Cc1ccc2nc(NC(=O)C3CCN(S(=O)(=O)c4cccnc4)CC3)sc2c1	2	16	11	-1	0	-1.9	5	0.2	-1	-1	24
COc1cccc(CN(C)C(=O)c2ccc(S(=O)(=O)Nc3ccccc3F)cc2)c1OC	8	-4	8	7	nt	-0.4	5	-0.2	2	-1	-22
Cc1ccc(Cn2ccc(NC(=O)c3cc(-c4ccco4)on3)n2)cc1	-4	5	-21	22	-4	3.7	19	-0.2	-35	-5	8
CCc1ccc(NC(=O)N2CCN(c3ccccc3)CC2)cc1	3	-7	-84	15	4	-0.3	-22	0.0	-29	3	-22
CN1CCN(S(=O)(=O)c2ccc(Cl)s2)CC1	17	-4	10	-2	5	-0.1	5	-0.5	9	-55	-1
CC(=O)Nc1ccc(S(=O)(=O)CCC#N)cc1	-9	10	10	-7	-1	3.0	12	-0.1	-1	-6	-7
CCN(CC(=O)Nc1c(F)cccc1F)C(=O)c1cc(S(=O)(=O)N(CC)CC)ccc1N1CCCCC1	6	23	48*	11	-2	0.2	19	0.4	40	-33	14
COC(=O)[C@@]1(Cc2ccccc2)[C@H]2C(=O)N(Cc3ccccc3)C(=O)[C@H]2[C@H]2CN(C)C(=NCc3ccccc3)N21	4	3	-2	11	nt	-1.4	-11	0.0	-4	12	9
Cc1cc(OC(C)C(=O)NCCCN2CCCC2=O)c2c(C)c(C)c(=O)oc2c1 (stereo not drawn)	-2	7	-9	-12	2	-0.5	-43	0.0	-3	-12	-8
CC(=O)c1ccc2ccccc2c1OC(=O)c1ccncc1	-2	nt	-11	24	nt	-3.5	18	-0.3	-10	9	-1
COCCCn1c(C)cc(C(=O)CN2c3cccc4cccc(c34)S2(=O)=O)c1C	-2	5	-75	-8	0	-3.7	-15	0.1	-49	6	10
CC(C)c1nnc2c(N(C)S(=O)(=O)c3ccccc3)nc3ccccc3n12	-2	-16	16	8	0	1.1	-1	0.1	11	10	9
COc1ccc(-c2cc(C(=O)N/N=C(\C)c3cccnc3)c3ccccc3n2)c(OC)c1	10	-2	16	-31	-1	0.1	-5	1.2	8	7	-7
Cn1c(=O)c2[nH]c(SCCN)nc2n(C)c1=S	21	-9	14	-18	nt	-1.5	-42	-0.2	7	-5	17
Cc1ccc(O)c(NC(=O)c2cccc(NC(=O)c3ccco3)c2)c1	10	-1	-116	-4	4	-3.2	-43	-0.2	-46	-6	-16
COC(=O)c1ccc(COc2ccc(C#N)cc2)o1	14	0	-21	-9	nt	0.0	-4	-0.1	-9	-14	16
COc1ccccc1C(=O)NCC(=O)OC(C)C(=O)N1CCOCC1 (stereo not drawn)	0	-1	-7	-24	-1	0.4	-16	0.0	1	-15	-2
Cc1cc(S(=O)(=O)N(Cc2ccc(C(C)C)cc2)CC2CCCO2)ccc1-n1cnnn1 (stereo not drawn)	-9	4	24	-14	2	-2.1	-24	0.1	10	4	20
COC(=O)C1CCCCN1C(=O)c1ccc(OC2CCN(C(C)=O)CC2)c(OC)c1 (stereo not drawn)	2	4	-10	-15	-1	0.2	5	-0.1	0	10	-13
NC(=O)c1c(NC(=O)C(=O)NCCCN2CCOCC2)sc2c1CCCC2	10	5	2	-16	-3	0.1	-17	-0.1	0	-17	-5
CSCCC(NC(=O)c1ccco1)C(=O)OCC(=O)N(Cc1ccccc1)C(C)(C)C (stereo not drawn)	-4	-2	8	19	3	0.1	-26	0.1	-1	-24	2
O=C(C1CCN(S(=O)(=O)c2cnc[nH]2)CC1)N(CCc1ccccc1)Cc1ccccc1	-2	-14	-15	1	-2	-0.6	13	-0.4	7	11	2
COc1ccccc1C(=O)Nc1nc(-c2ccc(S(=O)(=O)N3CCOCC3)cc2)cs1	-10	81*	-11	89*	-2	1.1	92*	-0.2	95*	-18	107*
C#CC(C)(CC)NC(=O)c1cc(OC)c(OC)c(OC)c1 (stereo not drawn)	1	5	8	-63	1	-0.3	-5	0.0	-6	-2	-2
CCCCOC(=O)Cn1c(=N)n(CCC)c2ccccc21	14	3	12	-16	2	1.1	-27	-0.2	2	6	0
COc1ccc(CNC(=O)CCS(=O)(=O)c2ccc3nc(C)sc3c2)cc1	6	nt	8	-3	nt	-0.1	-3	-0.2	14	-2	18
Cc1ccc(C)c(C(=O)COC(=O)c2cc([N+](=O)[O-])ccc2NCCO)c1	-10	-7	14	9	-1	-0.4	-16	0.1	20	-1	7
COCCOc1cc(Nc2nnc(C(F)(F)F)s2)c(Cl)cc1Cl	-20	9	18	9	2	0.6	-4	0.6	32	7	9
Cc1cccc(NS(=O)(=O)c2cccs2)n1	-5	14	10	9	2	-1.2	-7	-0.1	6	2	-7
O=C(COC(=O)c1n[nH]c2ccccc12)NC(=O)NCc1ccco1	-7	12	10	10	0	-0.5	-16	0.1	10	4	-35
CC(C)CC(=O)Nc1ccc(C(=O)Cn2c(=O)oc3ccccc32)cc1	8	7	-2	-3	3	-2.0	7	0.0	-6	-3	2
CSc1nc(NCc2ccccc2)c2c3c(sc2n1)CN(C)CC3	7	-26	-72	-13	1	-1.3	-33	0.0	-50	-5	-20
CC1CCCN(CC(O)COC(c2ccccc2)c2ccccc2)C1 (stereo not drawn)	0	-1	14	10	6	-1.3	1	0.1	2	17	-24
O=C1c2cccc3cc(Br)cc(c23)C(=O)N1Nc1ccccc1	2	-2	19	7	1	-1.4	15	-0.1	22	-6	-56
Cc1ccc(C(C)(C)C)cc1S(=O)(=O)N1CC(=O)Nc2ccccc21	-1	7	10	27	2	0.1	33	0.0	10	-2	12
COc1ccc(CNCCCO)cc1OC	13	5	-3	3	1	4.5	1	0.0	-8	5	1
O=c1c(-c2cnn(-c3ccccc3)c2)coc2cc(O)ccc12	1	-77	-324	-75	3	1.0	-115	-0.4	-301	-17	-24
Cc1nc(-c2ccccc2)sc1C1(C)CC(c2ccccc2F)=NO1 (stereo not drawn)	0	-4	-196	-15	1	-2.7	-18	-0.4	-160	8	-46
Nc1nc(CSc2nc3ccccc3[nH]2)nc(N2CCOCC2)n1	-8	0	11	-13	-2	-1.1	-6	-0.2	9	2	-3
CC1=NN(C(=O)c2ccccc2Cl)C(O)(c2cccnc2)C1 (stereo not drawn)	8	15	12	15	-1	-0.1	-20	0.1	4	-5	11
C[C@@H](NC(=O)c1nc[nH]c1C(=O)N[C@H](C)c1ccccc1)c1ccccc1	-12	-4	27	-7	4	1.4	-9	0.2	28	32	-6
COc1ccccc1C(O)(c1ccccc1)C(CN1CCOCC1)c1ccccc1 (stereo not drawn)	-18	9	16	10	-1	-0.3	-1	-0.1	19	4	14
CCOc1ccc(C(=O)NNC2CC(=O)N(CCc3ccccc3)C2=O)cc1OC (stereo not drawn)	-6	-8	15	16	-3	-1.5	-31	0.2	7	8	12
CCn1c(C)csc1=NC(=O)c1ccccc1O	24	-24	-276	-2	3	-2.4	-92	0.3	-194	-32	-10
CCN(CC(=O)Nc1c(F)cccc1F)C(=O)CSc1ccc(F)cc1	-8	-2	8	14	2	-0.3	-29	0.1	-7	12	4
COc1ccc(NC(=O)c2csc(Cc3ccc(Cl)cc3)n2)cc1	24	11	-6	1	2	1.0	15	0.1	1	-14	4
C/C(=N\Nc1ccc(Cl)c(C(=O)O)c1)c1ccc[nH]1	9	0	-2	0	-7	-0.1	-15	-0.1	2	-23	26
COc1ccc(C(CNC(=O)c2cc(S(=O)(=O)N3CCN(c4ccccc4)CC3)ccc2Cl)N(C)C)cc1 (stereo not drawn)	0	23	-7	49	nt	-0.3	20	2.2	-2	-15	9
CCOC(=O)C1(CCOC)CCN(Cc2ccncc2)CC1	1	8	-1	16	-6	-0.9	6	0.3	0	6	-3
S=C(NC1CCCCC1)N1CCN(c2ncccn2)CC1	6	3	7	-2	5	0.3	-4	0.1	-9	14	-4

Some of the entries above in another layout.
structure,KKLEB cytotox,TRPM1 prom inh,HIF-2a inh,Shn3 inh set2,NR2E3 ag-1,iPSC survival up,NR2E3 ag-2,aDG glyco act,Peg3 promoter,CF NFkB block,TWEAK Fn14 block
CCc1ccc(NC(=O)N2CCN(c3ccccc3)CC2)cc1,3,-7,-84,15,4,-0.3,-22,0.0,-29,3,-22
COc1ccccc1C(=O)Nc1nc(-c2ccc(S(=O)(=O)N3CCOCC3)cc2)cs1,-10,81*,-11,89*,-2,1.1,92*,-0.2,95*,-18,107*
